# Bioassay records (PubChem BioAssay)
# SUMO HTRF inh = inhibitors of in vitro SUMOylation cascade, primary screen, biochemical, HTRF, uHTS; SUMO-conjugating enzyme UBC9 (Homo sapiens), P63279; HTRF SUMOylation assay, SAE1/SAE2 + UBC9; inhibition, % at 35 µM; hit rate 0.36% among 290,000; in the data active = inhibition above about 50%, passing the limit was not always enough; note: strong numbers were not always called active
# IMP-1 inhibitor = IMP-1 metallo-beta-lactamase inhibitors, primary screen, biochemical, epi-absorbance readout, Pseudomonas aeruginosa enzyme. purified IMP-1, nitrocefin hydrolysis, epi-absorbance fluorescence. inhibition, % at 5.6 µM. hit rate 0.45% among 290,000. AID 1556, 2009;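 active = inhibition above the mean plus 3 SD of all compounds in the same screening run, cut at about 4.5% in these data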;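 note: 0% = IMP-1 with DMSO and 100% = DMSO wells lacking enzyme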
#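 Test system: recombinant IMP-1 enzyme, purified / Medium: HEPES buffer pH 7.1 with ZnSO4 and Brij 35 / Doses: single dose, 5.6 µM / Times: 25 °C, 15 min preincubation, 25 min reaction / Detection: Epi-absorbance via hydrolysed-nitrocefin quenching of white-plate fluorescence, 480/530 nm, EDTA stop / Evaluation: percent inhibition from optical density relative to buffer-blank wells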
# HCV NS3 hel inh = inhibitors of HCV NS3 helicase, primary screen, biochemical, Cy5 molecular beacon fluorescence | Hepatitis C virus NS3 helicase | NS3 helicase DNA unwinding | inhibition, % at 10.9 µM | hit rate 0.56% among 290,000;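 active = inhibition above the mean of all tested compounds plus 3 SD, set per campaign, cut at about 35% in these data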;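 note: 0% = DMSO wells and 100% = thioflavine S control wells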
#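 Compound dosing – single dose, 10.9 µM nominal final, DMSO 0.8% final · System – NS3 helicase fragment of HCV · Buffer or medium – MOPS pH 6.5, MgCl2, DTT, Tween20, BSA · Signal – Cy5 beacon fluorescence read at start and 1 h · Also added – annealed dual-labelled DNA beacon duplex, ATP-started · Schedule – 1 h at 25 °C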
# IDE inh = human IDE inhibitors in live cells, primary screen, fluorescence polarization, HEK cells, FAbetaB substrate; hit rate 0.41% among 320,000; AID 434962, 2010; FAbetaB cleavage; inhibition, % at 5.59 µM;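 active = percent inhibition above the average of all tested compounds plus 3 SD, set per screening campaign, cut at about 16% in these data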;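 note: IDE supplied by intact live HEK cells; FP after avidin binding of uncleaved biotin substrate so inhibition keeps polarization high; 0% = DMSO wells and 100% = 60 µM reference IDE inhibitor Ii1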
# Target sequence (P14735 whole entry, looked up): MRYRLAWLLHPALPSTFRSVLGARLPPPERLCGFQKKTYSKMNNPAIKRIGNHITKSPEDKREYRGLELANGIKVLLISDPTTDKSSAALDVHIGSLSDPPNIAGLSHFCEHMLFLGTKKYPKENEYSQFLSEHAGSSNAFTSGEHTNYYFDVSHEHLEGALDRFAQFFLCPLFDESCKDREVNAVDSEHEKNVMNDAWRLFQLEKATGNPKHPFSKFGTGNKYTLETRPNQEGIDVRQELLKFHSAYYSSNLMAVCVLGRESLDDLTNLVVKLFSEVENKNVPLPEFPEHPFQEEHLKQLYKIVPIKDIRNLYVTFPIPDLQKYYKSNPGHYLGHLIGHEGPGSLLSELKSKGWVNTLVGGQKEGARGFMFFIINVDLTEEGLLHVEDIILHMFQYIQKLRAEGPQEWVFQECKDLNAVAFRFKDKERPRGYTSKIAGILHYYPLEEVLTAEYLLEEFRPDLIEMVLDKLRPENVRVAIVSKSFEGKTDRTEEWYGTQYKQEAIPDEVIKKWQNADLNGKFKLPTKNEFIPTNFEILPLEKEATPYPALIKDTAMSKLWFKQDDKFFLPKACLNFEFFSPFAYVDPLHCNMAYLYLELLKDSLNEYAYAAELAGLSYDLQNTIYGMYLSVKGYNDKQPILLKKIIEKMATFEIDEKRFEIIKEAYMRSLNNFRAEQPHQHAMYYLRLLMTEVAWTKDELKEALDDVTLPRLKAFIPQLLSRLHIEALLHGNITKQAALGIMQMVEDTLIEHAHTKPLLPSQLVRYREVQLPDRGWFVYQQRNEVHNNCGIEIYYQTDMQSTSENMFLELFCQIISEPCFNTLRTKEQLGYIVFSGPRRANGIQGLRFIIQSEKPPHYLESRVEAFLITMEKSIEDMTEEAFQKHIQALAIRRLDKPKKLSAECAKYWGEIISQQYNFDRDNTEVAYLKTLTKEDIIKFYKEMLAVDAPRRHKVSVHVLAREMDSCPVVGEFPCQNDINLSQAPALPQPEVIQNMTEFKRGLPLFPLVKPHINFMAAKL
# CRFBP-R2 block = antagonists of CRF-BP/CRF-R2 complex, primary screen, cell-based, HEK293, calcium dye fluorescence, uHTS; CRF-induced calcium fluorescence; inhibition, % at 11.8 µM; hit rate 0.59% among 350,000; AID 588475, 2011;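 active = inhibition of the ligand-induced calcium signal above about 50% at the single tested concentration, limit read from the data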
# GalR3 antag = GalR3 antagonists in HEK293 cells, primary screen, cell-based, fluorescence readout. Galanin receptor type 3 (Homo sapiens), O60755. hit rate 0.44% among 360,000. inhibition, % at 3 µM. HEK293 GalR3-CNG cAMP membrane potential fluorescence; galR3 body fused to GalR1 C-terminus. AID 651719, 2012;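 active = inhibition above the screen-wide average plus 3 SD, cut at about 13% in these data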;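 note: forskolin and galanin both at EC90 stimulate the cells; cAMP rise reported by CNG channel membrane potential dye signal; 0% = forskolin plus galanin with DMSO and 100% = forskolin alone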
# p-CIP stab down = p/CIP-EGFP fusion destabilizers, primary screen, fluorescence, F442A cells; Q05BA5; 16 h; decrease of EGFP signal, % at 10 µM; hit rate 0.01% among 290,000;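 active = EGFP signal decrease of at least 30% at 10 µM or well 3 SD below plate mean, unless failing retest; inactive = the rest, including hits failing retest or dose response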; note: some compounds called inactive have numbers as strong as hits; many of its hits are not listed in these tables
# VIM-2 inhibitor = VIM-2 metallo-beta-lactamase inhibitors, primary screen, biochemical, epi-absorbance readout, Pseudomonas aeruginosa enzyme; purified VIM-2, nitrocefin hydrolysis, epi-absorbance fluorescence; inhibition, % at 5.6 µM; hit rate 0.89% among 290,000; AID 1527, 2009;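 active = inhibition above the mean of all tested compounds plus 3 SD, cutoff set per screening run, cut at about 7.5% in these data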;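 note: red hydrolysis product quenches plate fluorescence so inhibitors raise well fluorescence; 0% = enzyme with DMSO and 100% = DMSO without enzyme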
# IDE act = human IDE activators in live cells, primary screen, fluorescence polarization, HEK cells, FAbeta-B substrate; FAbeta-B cleavage; 0% vehicle, 100% cell-free pure enzyme wells; hit rate 0.073% among 340,000; activation, % at 5.96 µM; AID 493087, 2011;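 active = activation above the mean of all tested compounds plus 3 SD, set per screening campaign, cut at about 17% in these data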
# The depositor's hits bear a star; . = not tested or not shown.
# Every second line gives: SUMO HTRF inh, IMP-1 inhibitor, HCV NS3 hel inh, IDE inh, CRFBP-R2 block, GalR3 antag, p-CIP stab down, VIM-2 inhibitor, IDE act
O=C(N1CCCC1)C12CC3CC(CC(Cl)(C3)C1)C2
    15, -2.9, -1, 0, 0, 2, -5, -1.9, 7
O=C(Nc1cc(C(F)(F)F)ccc1N1CCOCC1)c1cnccn1
    10, -2.3, 2, -1, -5, -3, -11, 0.7, 4
CCOC(=O)CSc1nc2ccc(C)cc2[nH]1
    -6, -6.0, 0, -4, -17, -4, 0, 0.3, 0
O=C(Nc1ccc(Oc2ncnc3cc(Cl)ccc23)nc1)Nc1cccc(C(F)(F)F)c1
    18, -3.5, 13, -1, -2, -3, -4, -2.8, 5
CC1CN(C(=O)c2cc(S(=O)(=O)N3CCCCC3)ccc2Cl)CC(C)O1 (centres undefined)
    ., ., ., -3, 10, -2, ., ., 7
CC1=CC2=C(OC1N(C)C)c1cccc3cccc(c13)C2=O (centres undefined)
    -2, 7.3*, 7, 3, -4, ., -14, 3.4, 1
CCOC(=O)c1sc2nc(Cc3ccc(Cl)cc3)[nH]c(=S)c2c1C
    -34, -0.1, -13, 2, -1, 5, -8, 0.7, 2
O=C(CCc1nc2ccccc2s1)OCC(=O)c1ccc[nH]1
    -11, -2.2, -5, -4, 6, -2, -2, 0.4, 7
CCOc1ccc(-c2nnn(CC(=O)c3ccc4c(c3)OCCO4)n2)cc1
    18, -1.9, -1, 2, -14, 0, 4, -2.6, -1
CCOCCCNC(=O)c1ccc(OC(C)=O)cc1
    1, -2.4, -1, -4, 7, -3, -16, -2.2, 6
O=c1[nH]c(Cc2cccc(C(F)(F)F)c2)nc2ccccc12
    23, -2.6, 11, 0, -2, -7, -8, -3.9, 1
Clc1ccc(NCc2nncn2-c2ccccc2)cc1
    2, -0.1, 5, 2, 5, -1, -4, -1.7, 3
O=C(Nc1nnc(SCC(=O)N2CCCC2)s1)C1CC(=O)N(c2ccccc2)C1 (centres undefined)
    12, -2.8, 11, -1, -5, -2, 0, -0.1, -1
COc1cc2c(cc1NC(C)=O)CCCC2
    4, -5.0, 10, 1, 5, -2, -1, -5.9, 4
CCCC1C(c2ccccc2)C(C#N)(C#N)C2(C#N)CC1(N)NC2=O (centres undefined)
    3, -2.0, 3, 9, -1, -3, -14, -3.1, 1
Cc1cccc(C2=N/C(=C\c3cccs3)C(=O)O2)c1
    25, -2.0, 12, -5, 0, -3, 6, -2.8, -2
O/N=C1\CCCc2ccc3ccccc3c21
    25, 0.3, 4, 0, 28, -2, 0, -0.1, 2
COc1cc(C(=O)Nc2nc(N)n(-c3ccccc3)n2)cc(OC)c1OC
    38, -2.3, -5, 1, -2, -4, -10, -3.3, 2
O=C(CNCc1ccccc1)Nc1ccc(F)cc1
    7, -1.8, 17, 7, -5, -2, -18, -1.4, 1
Cc1cccc(NC(=S)Nn2cnnc2)c1C
    -14, -5.3, 5, 7, -4, -4, -12, -0.9, 1
O=C(COc1ccc(Cl)cc1)NNC(=O)c1ccncc1
    ., ., ., -2, -2, -8, ., ., 6
Cc1cccc(C(=O)Oc2csc(=S)n2C(=O)c2cccc(C)c2)c1
    14, -1.2, -2, 3, 37, -2, 0, -2.0, 4
CC1CCN(c2nc3ccccc3nc2C(C#N)C(=O)OC2CCCCC2)CC1 (centres undefined)
    -7, -0.7, 8, -1, -59, ., 0, -2.8, 3
O=C(Nc1nc2ccccc2n1CCOc1ccc(Cl)cc1)c1ccco1
    1, -1.3, -6, 1, -56, ., -12, -1.8, 4
COc1ccc(OC)c(C2=NS(=O)(=O)N(C)C(C(=O)N3CCC4(CC3)OCCO4)=C2)c1
    16, -0.6, 4, 2, -1, -8, -1, -2.2, 0
CC(=O)c1cccc(NC(=O)CN(c2ccccc2F)S(C)(=O)=O)c1
    1, 2.5, 2, -6, 13, -7, 8, 1.8, 6
Cn1ccnc1SCC(=O)Nc1ccc(Cl)cn1
    20, -2.3, 9, -2, -2, 0, -18, -0.4, 2
COc1ccc(N(CC2CO2)S(=O)(=O)c2ccc(C)cc2)cc1 (centres undefined)
    -8, -1.2, 6, 5, -10, -9, 0, 0.3, -5
Cc1ccc(C2CN(C)C3(C(=O)Nc4ccccc43)C23COc2ccccc2C3=O)cc1 (centres undefined)
    -41, 0.0, -22, 2, -47, -1, -1, -1.0, 6
CCOC(=O)c1c(N)n(C2CC(C)(C)NC(C)(C)C2)c2nc3ccccc3nc12
    27, 0.7, -2, -2, -5, ., -4, -0.9, 0

# Sorted by SMILES length (low to high): three of the compounds above.
# Every second line gives: SUMO HTRF inh, IMP-1 inhibitor, HCV NS3 hel inh, IDE inh, CRFBP-R2 block, GalR3 antag, p-CIP stab down, VIM-2 inhibitor, IDE act
CCOCCCNC(=O)c1ccc(OC(C)=O)cc1
    1, -2.4, -1, -4, 7, -3, -16, -2.2, 6
O=C(COc1ccc(Cl)cc1)NNC(=O)c1ccncc1
    ., ., ., -2, -2, -8, ., ., 6
CCOC(=O)c1c(N)n(C2CC(C)(C)NC(C)(C)C2)c2nc3ccccc3nc12
    27, 0.7, -2, -2, -5, ., -4, -0.9, 0

# Additional entries.
# Every second line gives: SUMO HTRF inh, IMP-1 inhibitor, HCV NS3 hel inh, IDE inh, CRFBP-R2 block, GalR3 antag, p-CIP stab down, VIM-2 inhibitor, IDE act
O=C1NC2(CCCC2)N=C1c1ccc(F)cc1
    15, -1.4, 4, 3, -10, -6, -7, -0.9, 2
COc1ccc(CN(C)c2ccc(S(=O)(=O)N3CCN(C)CC3)cc2[N+](=O)[O-])cc1OC
    ., ., ., -5, 7, 103*, ., ., 3
COC(=O)Cn1c(=NC(=O)c2ccc(Cl)s2)sc2cc(F)ccc21
    7, -4.4, 0, -1, -19, 8, -9, -3.5, 1
CCOc1ccccc1NC(=O)C1CC(=O)n2ncnc2N1 (centres undefined)
    12, -3.2, 9, -1, -4, -4, -7, -3.3, 4
O=C(Nc1ccccc1)C1=C[C@H](c2coc3ccccc3c2=O)C[C@H](OCCCCO)O1
    4, -3.0, 0, -1, 7, -3, -13, -3.6, 3
O=[N+]([O-])c1ccc(Oc2ccc(-c3cnc4ccccc4n3)cc2[N+](=O)[O-])cc1
    -12, -3.3, 7, -3, 20, -4, 0, -1.0, -1
CCCN(CCC)C(C(=O)Nc1cccc(OC)c1)c1ccccc1 (centres undefined)
    6, -2.2, -8, 0, -2, -8, -13, -2.4, 4
COc1ccc(C2(C)NC(=O)N(CC3CCCCC3)C2=O)cc1 (centres undefined)
    6, -0.3, -10, -4, -29, -11, -6, -0.9, 4
CC(C(=O)NC1=NCCS1)N1C(=O)c2ccccc2C1=O (centres undefined)
    19, -2.9, 4, 2, 5, -6, -9, -1.5, 2
COc1ccc(SCC(=O)c2cc(C)c(OC(=S)N(C)C)c(C)c2)cc1
    8, -2.9, -5, 9, 9, 3, 0, -2.1, -1
O=C(CSc1nc(O)c(C(c2ccccc2)c2ccccc2)c(=O)[nH]1)N1CCOCC1
    4, -0.6, 34, -1, -10, -4, 2, 0.9, 2
O=C(NCC1CCCO1)C(c1ccccn1)N(Cc1ccccc1Cl)C(=O)CN1C(=O)c2ccccc2S1(=O)=O (centres undefined)
    0, -3.5, 4, 4, -6, 3, -13, -4.7, 4
COc1ccc(C)cc1NC(=O)C(Sc1ccccc1)c1ccccc1 (centres undefined)
    -8, -2.8, 5, 0, ., ., -4, -2.5, .
COc1ccc(N2CC(C(=O)O)CC2=O)cc1 (centres undefined)
    -10, -3.7, -5, 1, -39, -2, -7, -0.6, -1
COCCNC(=O)/C(C#N)=C/c1ccccc1Br
    18, 0.1, 1, 4, -1, -3, -5, -0.3, 2
CCCCn1c(N)c(N(CC(C)C)C(=O)c2ccc(N3C(=O)CCC3=O)cc2)c(=O)[nH]c1=O
    ., ., ., -3, -1, -4, ., ., 2
CCCCC(Sc1nc(N)c(NC(=O)c2ccc(OC)cc2)c(=O)[nH]1)C(=O)O (centres undefined)
    15, -1.6, 5, -2, -2, -4, -9, -1.7, 4
CCCC(=O)Nc1ccc(-c2csc(NNC(C)=O)n2)cc1
    8, -2.5, 0, 3, 19, -4, -4, -2.6, 1
CC(C)N(Cc1ccccc1)C(=O)CN1c2cccc3cccc(c23)S1(=O)=O
    ., ., ., 8, -21, -8, ., ., 0
CCN(CC)c1ccc2cc(C(=O)O)c(=O)oc2c1
    21, 1.3, 14, 1, -2, -1, 2, -2.5, 3
C[C@H](CO)N1C[C@H](C)[C@@H](CN(C)Cc2ccc(Cl)c(Cl)c2)Oc2c(NS(=O)(=O)c3ccc(F)cc3)cccc2C1=O
    ., ., ., 8, -1, -5, ., ., 3
O=C1c2ccccc2C2(c3ccccc3)NCCCN12 (centres undefined)
    -14, -2.3, 3, -1, 10, -1, 0, -5.1, 1
Cc1ccc(S(=O)(=O)N(C)CC(=O)N2CC(C)OC(C)C2)cc1 (centres undefined)
    19, -1.8, -8, 8, 3, -4, 0, -0.4, 1
COc1ccc(C(C(=O)NC2CCCCC2)N(C(=O)CCl)c2ccccc2Cl)cc1 (centres undefined)
    -2, -1.8, 5, -3, -2, 1, 1, -4.0, 8
Cc1cc(C(=O)NC2CC(C)(C)Cc3c2cnn3-c2ccc(F)cc2)nn1C (centres undefined)
    9, -0.5, -1, -2, 3, 2, -2, -2.0, 4
CCS(=O)(=O)c1c(S(=O)(=O)CC)c2ccccn2c1C(N)=O
    -2, -2.1, -8, -1, 4, -5, -1, 0.4, 5

# As entered above.
# IDE act, `CCOc1ccccc1NC(=O)C1CC(=O)n2ncnc2N1` (centres undefined) reads 4
# VIM-2 inhibitor, `CCCCC(Sc1nc(N)c(NC(=O)c2ccc(OC)cc2)c(=O)[nH]1)C(=O)O` (centres undefined) reads -1.7

# Some of the entries above, set out differently:
> CC(C)N(Cc1ccccc1)C(=O)CN1c2cccc3cccc(c23)S1(=O)=O
  SUMO HTRF inh = .
  IMP-1 inhibitor = .
  HCV NS3 hel inh = .
  IDE inh = 8
  CRFBP-R2 block = -21
  GalR3 antag = -8
  p-CIP stab down = .
  VIM-2 inhibitor = .
  IDE act = 0
> CCN(CC)c1ccc2cc(C(=O)O)c(=O)oc2c1
  SUMO HTRF inh = 21
  IMP-1 inhibitor = 1.3
  HCV NS3 hel inh = 14
  IDE inh = 1
  CRFBP-R2 block = -2
  GalR3 antag = -1
  p-CIP stab down = 2
  VIM-2 inhibitor = -2.5
  IDE act = 3
